# From PubChem
# mcGAS RapidFire – inhibitors of Mus musculus cyclic GMP-AMP synthase, initial high-throughput assay, cell-free, RapidFire MS; recombinant mouse cGAS, cGAMP by RapidFire MS; actives 0.18% (n = 130,000); inhibition, % at 12.5 µM;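 active means inhibition of cGAS enzyme activity at or above 60%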;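 further: enzyme stimulated by 45 bp dsDNA with ATP and GTP substrates; cGAMP share of summed cGAMP plus half ATP and half GTP signals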
# Target sequence (Q8C6L5 whole entry, looked up): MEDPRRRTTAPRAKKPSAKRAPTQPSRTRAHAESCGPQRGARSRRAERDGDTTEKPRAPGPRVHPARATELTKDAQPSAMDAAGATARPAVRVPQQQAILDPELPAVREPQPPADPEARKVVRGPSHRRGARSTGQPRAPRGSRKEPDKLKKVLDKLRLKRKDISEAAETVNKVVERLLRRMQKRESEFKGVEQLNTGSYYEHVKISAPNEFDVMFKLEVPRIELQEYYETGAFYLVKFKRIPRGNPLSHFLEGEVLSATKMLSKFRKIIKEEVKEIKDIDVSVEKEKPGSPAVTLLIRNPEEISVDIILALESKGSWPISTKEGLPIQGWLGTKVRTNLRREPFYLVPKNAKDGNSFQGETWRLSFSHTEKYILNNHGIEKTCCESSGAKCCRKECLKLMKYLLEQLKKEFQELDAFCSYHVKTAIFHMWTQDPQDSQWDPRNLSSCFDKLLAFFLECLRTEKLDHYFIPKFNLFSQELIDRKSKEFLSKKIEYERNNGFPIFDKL
# Starred values were filed as active, the others as inactive.
SMILES,mcGAS RapidFire
COc1ccc(-n2nnc3c(=O)n(CC(=O)N4CCc5ccccc54)cnc32)cc1,2
CC(C)c1ccc(Cc2nnc(N3CCCC3)[nH]c2=O)cc1,-7
Cc1nc(CNc2cccc(OCC(F)(F)F)c2)cs1,-6
CS(=O)(=O)c1ccc(NC(=O)c2cc(F)cc(F)c2)cc1Cl,-3
COc1cc(-c2ccc(SCC(=O)c3ccccc3)nn2)cc(OC)c1OC,-10
CCn1cc(NC(=O)NCCNC(C)=O)c2ccccc21,-4
COc1cccc(F)c1-c1c(-c2ccccc2)ncn1C(C)c1cnn(C)c1 (centres undefined),-7
Cc1cc(C)c(C(C)Sc2nnnn2C)c(C)c1 (centres undefined),-1
Cc1cc(C(=O)N2CCCC(C(=O)Nc3cccc(-c4ccc(F)cc4)c3)C2)n(C)n1 (centres undefined),-2
CCc1ccc(NC(=O)Cn2cnc3c(nnn3Cc3ccc(C)cc3)c2=O)cc1,4
CC(C)c1ccc(NC2CCCN(C(=O)CCN3Cc4ccccc4C3=O)C2)cc1 (centres undefined),-3
Cc1cccc2ncnc(N[C@@H](CC(C)C)C(=O)NCCO)c12,0
CCOC(=O)c1nn(-c2ccccc2)c(=O)cc1OCC(=O)Nc1ccccc1C,-5
COCCOC1CCN(Cc2ccc(Br)c(F)c2)CC1,-13
Cc1nc2cc(NC(=O)CCC3CCCC3)ccc2s1,1
Cc1ccc(-c2cn[nH]c2C2CCCN(C(=O)c3ccc(=O)[nH]n3)C2)cc1 (centres undefined),-14
O=S(=O)(c1cccc(Br)c1)N1CCc2ccccc21,-4
CC1CCCN1C(=O)c1ccc(OC(CCN2CCOCC2)c2cccs2)cc1 (centres undefined),-7
Cc1cc(=O)[nH]c(Sc2c(-c3ccccc3)c3cc([N+](=O)[O-])ccc3[nH]c2=O)n1,-2
CCOc1ccccc1N1CCN(CC(=O)Nc2ccc3c(c2)OC(F)(F)O3)CC1,-4
COc1ccccc1Nc1nnc(SCC(=O)N(C)C2CCCCC2)s1,-4
CCCCN1C(=O)C(C)=C(C)C1O (centres undefined),-4
CCc1ccc(-c2ccc(C(=O)NN3CCCCC3=O)o2)cc1,-4
N#Cc1cc(Cl)c2c(c1)OCCO2,10
CC(=O)Nc1ccc(OCC(=O)N(CC(F)(F)F)C(C)C2CC2)cc1 (centres undefined),-19
O=C1C2(c3ccccc3)CN(CCCO)CC1(c1ccccc1)CN(CCCO)C2,-1
COc1ccc(C(=O)NCCc2c[nH]c3ccccc23)cc1Br,-4
CCOC(=O)CNC(=O)Cc1ccc(OC(CCN2CCOCC2)c2cccs2)cc1 (centres undefined),-7
O=C(C1Cc2cc(Cl)ccc2O1)N1CCN(C2CCS(=O)(=O)C2)CC1 (centres undefined),-7
Cc1ccsc1CNS(=O)(=O)Cc1ccc(F)cc1,-4
CCc1[nH]c2ccc(CNC(=O)CC3CCS(=O)(=O)CC3)cc2c1C,-1
CN(Cc1ccccc1)Cc1nc2c(c(=O)n(C)c(=O)n2C)n1CCCc1ccccc1,-2
COC(=O)C1=C(C)N(Cc2ccccc2)C(=O)NC1c1ccccc1 (centres undefined),-1
CCSC(C)C(=O)NCc1cccnc1Oc1ccc(C)nc1 (centres undefined),-19
O=C1CCN(C(=O)c2cc3cn(CC4CCCO4)cc3cn2)CCN1 (centres undefined),-2
Cc1cccc(Nc2ccc(NCCNS(=O)(=O)c3ccc(F)cc3)nn2)n1,-8
CCOc1ccccc1-n1cnnn1,-9
CC(=O)NC(NCc1ccc(F)cc1)(C(F)(F)F)C(F)(F)F,-7
CN1C(=O)C2(CCN(C(=O)[C@@H](N)Cc3cnc[nH]3)CC2)c2ccccc21,10
Cc1[nH]nc2ncc(C(=O)NC3CCCC(C)C3C)cc12 (centres undefined),-2

# Among those listed so far, 2 contain two or more sulfur atoms.
SMILES,mcGAS RapidFire
COc1ccccc1Nc1nnc(SCC(=O)N(C)C2CCCCC2)s1,-4
Cc1ccsc1CNS(=O)(=O)Cc1ccc(F)cc1,-4

# Exported with the structure last: entries from further up.
mcGAS RapidFire,Molecule
-1,COC(=O)C1=C(C)N(Cc2ccccc2)C(=O)NC1c1ccccc1 (centres undefined)
-7,O=C(C1Cc2cc(Cl)ccc2O1)N1CCN(C2CCS(=O)(=O)C2)CC1 (centres undefined)
-2,Cc1[nH]nc2ncc(C(=O)NC3CCCC(C)C3C)cc12 (centres undefined)
-1,CCc1[nH]c2ccc(CNC(=O)CC3CCS(=O)(=O)CC3)cc2c1C
-19,CCSC(C)C(=O)NCc1cccnc1Oc1ccc(C)nc1 (centres undefined)

# Next compounds.
SMILES,mcGAS RapidFire
CCCn1cnnc1CN1CC(C(=O)O)CC1=O (centres undefined),-12
CC(=O)Nc1cnc(-c2ccc(F)cc2)cn1,-9
Cc1ccc(Oc2cnn(-c3ccc(Cl)c(Cl)c3)c(=O)c2Nc2ccc(C(=O)O)cc2)cc1,-14
CCc1ccc(-c2noc(CN3CCN(S(=O)(=O)c4ccccc4)CC3)n2)cc1,-6
Cc1cn2c(=O)c(C(=O)Nc3ccccc3NC(=O)c3cnc4sc(C)cn4c3=O)cnc2s1,-4
COc1ccc2oc(C(=O)NC3=NCCS3)c(C)c2c1,16
Cc1cc(CN2CCN(C3Cc4ccccc4C3)CC2)n[nH]1,-11
COc1ccc(C2(C(=O)N3CCN4C(=O)CN(C)C(=O)C4C3)CC2)cc1 (centres undefined),-14
Cc1cc(NC(=O)c2ccco2)sc1C,4
O=C1NCCCC[C@@H]1Nc1ccc(-c2nc(Cc3ccccc3)no2)cn1,9
O=C(c1cnc(Cl)c(Cl)c1)N(CC(F)(F)F)C1CCCC1,-2
CCCCN(Cc1nccn1C)c1nc2ccccc2c2nnc(C3CC3)n12,-12
COc1cc(C(=O)C(C)C(=O)N(Cc2ccccc2)Cc2ccccc2)cc(OC)c1OC (centres undefined),-7
CCOc1ccc(S(=O)(=O)N2CCN(C(=O)CSc3nc4ccccc4o3)CC2)cc1,-5
O=C1NCCCCC1SCc1nc2ccccc2s1 (centres undefined),-12
CS(=O)(=O)NCCSCC(O)c1ccccc1 (centres undefined),-3
O=C(NC(=S)Nc1nc2c(s1)CCCC2)C1CCCCC1,-27
OCCC1CN(Cc2cc3ccccc3[nH]2)CCN1Cc1ccc(F)c(F)c1 (centres undefined),-7
CCOC(=O)C1=C(C)NC2=C(C(=O)CC(c3ccc(OC)cc3)C2)C1c1ccccc1F (centres undefined),-2
Cc1cnc(NC(=O)C2CCCCN2C(=O)C(C)C)s1 (centres undefined),5
CC(C)c1nc(CN(C)C(=O)C2CC(=O)N(Cc3ccncc3)C2)cs1 (centres undefined),-13
O=c1ccn(-c2nc(-c3ccccc3)sc2-c2ccccc2)c(=O)[nH]1,-4
O=C1CCCN1CC1CCN(C(=O)c2ccc(N3CCOCC3)nc2)CC1,-11
CCOc1ccc(C2NC(=O)NC3=C2C(=O)N(CC(C)C)C3)cc1 (centres undefined),-4
Cc1ccc(C(=O)OCC(O)Cn2ccc(NC(=O)c3ccccc3)nc2=O)cc1 (centres undefined),0
N#Cc1cccc(OCC(=O)NC2(C#N)CCCC2)c1,-14
O=C1OCCN1CCn1ccnc1-c1ccc(CO)o1,3
Cc1sc(=O)n(CCOC(C)(C)C)c1C,-9
O=C(Nc1ccc2scnc2c1)C1CC(=O)N(CC2CC2)C1 (centres undefined),-13
CCOCc1cn(CC(=O)c2ccc(CC)cc2)c(C)nc1=N,-2
CCn1c(C2CCCN(Cc3cccc4nonc34)C2)n[nH]c1=O (centres undefined),10
CCCn1c(N)c(-c2csc(Nc3ccc(F)c(Cl)c3)n2)c(=O)[nH]c1=O,3
Cc1nc2sc(C)c(C)n2c(=O)c1NC(=O)c1ccccc1Cl,-4
Cc1ccc(NS(=O)(=O)c2cc(NC(=O)C3CC3C)ccc2C)c(C)c1 (centres undefined),6
Cn1nnc2cc(C3CC(=O)Nc4cc5[nH]ncc5cc43)ccc21 (centres undefined),9
CCOCc1cc(-c2nccn2-c2cccnc2)ccc1OC,-12
Clc1cc(Cl)cc(Nc2ncnc3sccc23)c1,1
CCOC(=O)C1CCCCN1S(=O)(=O)N1CCN(S(=O)(=O)C2CCS(=O)(=O)C2)CC1 (centres undefined),-4
Cc1cc(C(=O)N2CCC(c3cc(Cc4ccccc4)[nH]n3)CC2)cc(=O)[nH]1,-8
CSc1ncccc1C(=O)N1CCC2(CC1)Nc1ccccc1C(=O)N2C1CCCC1,-8
CC(Oc1ccc(Br)cc1)C(=O)NCC(=O)NCc1ccco1 (centres undefined),-3
COc1ccc(C2=Nc3ncnn3C(c3cc(OC)c(OC)c(OC)c3)C2)cc1 (centres undefined),-18
COc1ccc(Cl)cc1NC(=O)Cn1nc(C(F)(F)F)c(Br)c1C,28
O=C(NC1CC(=O)N(Cc2ccccc2)C1)c1cc2n(n1)CCNC2 (centres undefined),-4
CCNC(=O)N1CCCC(OCc2ccccc2F)C1 (centres undefined),-7
Cc1noc(C)c1CCC(=O)NC(C)c1ccc2c(c1)NC(=O)CO2 (centres undefined),-7
O=C(CCn1cccn1)Nc1ccc(Br)cc1,10
CCNc1cc(C)nc(N2CCN(C(=O)Cc3ccccc3)CC2)n1,-8
CC(=O)c1[nH]c(C)c(C(=O)N2CCC3(CCCN(Cc4ccc(F)c(F)c4)C3)C2)c1C (centres undefined),-8
Cc1ncc(CO)c(CN2CCCC(c3ccccc3)C2)c1O (centres undefined),-29
COCCCn1ccnc1-c1ccc(-n2ccnc2)cc1,-17
CSc1nnc(CN2CCCC2CO)s1 (centres undefined),14
CC(NC(=O)C1CC(=O)N(C)c2ccccc21)c1ccc(F)c(F)c1 (centres undefined),-9
CN(CCCOc1ccccc1Cl)S(=O)(=O)NCc1ccccc1,-8
CC(C)c1ccc(-c2csc3ncn(-n4cccc4)c(=O)c23)cc1,24
COc1ccc(Br)cc1S(=O)(=O)Nc1ccccc1C(F)(F)F,9
COc1ccccc1N1CCn2c1nc1c2c(=O)n(CCN2CCOCC2)c(=O)n1C,-12
Cc1ccc(-n2nnnc2SCc2ccccn2)cc1C,0
CN1CCC1(C)C(=O)Nc1ccccc1Oc1ccccc1 (centres undefined),-12
CCCC(=O)N1CCC(c2nnc(-c3ccccc3OC)s2)CC1,-5

# Reprinted from the part before: 3 compounds; new compounds follow.
SMILES,mcGAS RapidFire
Cc1ccc(-n2nnnc2SCc2ccccn2)cc1C,0
CN1CCC1(C)C(=O)Nc1ccccc1Oc1ccccc1 (centres undefined),-12
CCCC(=O)N1CCC(c2nnc(-c3ccccc3OC)s2)CC1,-5
CCN(c1ccccc1)c1cc(=NC)n(C)c(C)n1,-14
O=C(O)Cc1cc(-c2ccc3c(c2)OCO3)on1,3
Cc1c(C(=O)NCc2ccc(Cl)c(Cl)c2)sc(=O)n1Cc1cccc(F)c1,0
CN1CC(=O)N2C[C@H](NC(=O)c3coc4ccccc4c3=O)C[C@H]2C1=O,-3
O=C(NC1CCCC1)C1CCC(=O)N1C1CCCCC1 (centres undefined),-9
C=CCSCC1Nc2cc(Cl)c(S(N)(=O)=O)cc2S(=O)(=O)N1 (centres undefined),-5
CCc1ccc(CN2CCC(CNC(=O)c3ccc[nH]c3=O)C2)nc1 (centres undefined),-13
Cc1ccc(-n2cc(CNC(C)c3cnn(-c4ccccc4)c3C)cn2)cc1 (centres undefined),-8
Cc1ccn(C(=O)CN2C(=O)C3CC=CCC3C2=O)c(=NC2CCCCC2)c1 (centres undefined),0
CN(C)CCNC(=O)CCC1CCN(C/C(Cl)=C/c2ccccc2)CC1,7
Cc1cc(C)c(/C=N\O)c(C)c1/C=N\O,-42
CNC(=O)c1nnc2n1CCN(C(=O)c1ccc(Oc3ccccn3)cc1)C2,-6
COc1ccc(Br)c(C(=O)Nc2cc(C(=O)Nc3ccc(F)c(F)c3)ccc2N2CC3CC(C2)c2cccc(=O)n2C3)c1 (centres undefined),2
O=C(O)C1CCN(S(=O)(=O)c2ccc(Br)s2)CC1,-7
O=C(C=Cc1ccccc1)N(Cc1ccco1)C1CCS(=O)(=O)C1 (centres undefined),-1
CCOC(=O)c1c(NC(C)=O)sc2c1CCC(/C=N\NC(=O)c1ccncc1)=C2Cl,-13
CC1(C(=O)N2CCN(C(=O)c3ccco3)CC2)CCN1CCOc1ccccc1 (centres undefined),-13
O=C1CN(C(=O)CCCC2CCCCC2)c2ccncc2N1,-8
CC(C)CC1SCC(C(=O)O)N1C(=O)c1ccccc1 (centres undefined),-1
Cc1ccccc1CC(=O)N1CCOC(COCc2ccc(F)cc2Cl)C1 (centres undefined),-5
c1ccc(CCc2nc(CCN3CCCO3)n(-c3ccccn3)n2)cc1,-28
O=C(NCC1CCCN(C(=O)CCc2cnccn2)C1)c1ccc(-c2ccccc2)cc1 (centres undefined),-8
CC(C)CCn1c(SCc2ccccc2Cl)nc2c1c(=O)[nH]c(=O)n2C,3
CN1CCC2(CCC1=O)CCN(c1nccc3ccccc13)CC2,-15
CCN(CC(C)(C)O)C(=O)Cc1ccc(C(F)(F)F)cc1,3
CC1C(=O)N(c2cccc(Br)c2)CCN1C(=O)c1ccco1 (centres undefined),-4
O=C(O)CC1SC(=NN=Cc2ccco2)NC1=O (centres undefined),-1
CC1CCCN(S(=O)(=O)N2C(C)CC2(C)C)C1 (centres undefined),-7
COc1ccc(C(=O)C2CCCN(Cc3ccnc(C(C)C)n3)C2)cc1F (centres undefined),-5
O=C(Nc1c2c(nn1-c1ccccc1)CS(=O)(=O)C2)C12CC3CC(CC(C3)C1)C2,-9
CCN(CC)c1ccc(/C=N\NC(=O)CSc2nnc(-c3ccccc3)n2-c2ccccc2)c(O)c1,-8

# Individual results from the list:
# Result for `O=C(Nc1c2c(nn1-c1ccccc1)CS(=O)(=O)C2)C12CC3CC(CC(C3)C1)C2` under mcGAS RapidFire: -9
# Result for `O=C(O)CC1SC(=NN=Cc2ccco2)NC1=O` (centres undefined) under mcGAS RapidFire: -1
# Result for `CC1C(=O)N(c2cccc(Br)c2)CCN1C(=O)c1ccco1` (centres undefined) under mcGAS RapidFire: -4
# Result for `O=C(NCC1CCCN(C(=O)CCc2cnccn2)C1)c1ccc(-c2ccccc2)cc1` (centres undefined) under mcGAS RapidFire: -8
# Result for `CN1CCC2(CCC1=O)CCN(c1nccc3ccccc13)CC2` under mcGAS RapidFire: -15

# A portion of the library; count on the stated rates, not on these rows.
